PfM18AAP inh: PfM18AAP enzyme inhibition; recombinant PfM18AAP, H-Glu-NHMec fluorogenic cleavage; inhibition, % at 7.35 µM; actives 1.2% (n = 290,000);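 active means inhibition above the campaign mean inhibition over all tested compounds plus 3 SD, cut at about 28% in these data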;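 further: 0% = plate median of test compound wells and 100% = 2 mM ZnCl2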
MEKK2mut PB1 HTS: signal of MEK5 binding to mutant human MEKK2 PB1 domain. bead flow cytometry, Alexa488-MEK5 binding to MEKK2 mutant. percent response, % at 10 µM. actives 0.35% (n = 290,000); in the data active means percent response above about 24%, passing the limit was not always enough; further: inactives centre near 1; some results filed as inactive read as strong as hits; reference of the scale not given here
MEKK2wt PB1 HTS: raises or lowers MEK5 binding to wildtype human MEKK2 PB1 domain; Q9Y2U5; bead flow cytometry, Alexa488-MEK5 binding to MEKK2 WT; actives lie on both sides; binding response (% of control), % at 10 µM; actives 1.1% (n = 290,000); AID 1531; in the data active means binding response below about 67% or above about 130%
NALP1 inh: inhibitors of NALP1 inflammasome in yeast; actives 0.61% (n = 280,000); inhibition, % at 10 µM; S. cerevisiae NALP1/ASC/caspase-1 growth, X-gal OD620, 72 h; in the data active means inhibition mostly above about 24%, no sharp cut-off; inactive means mostly below about 32%; further: some compounds called inactive have numbers as strong as hits
MEKK3 PB1 HTS: MEKK3-MEK5 PB1 interaction, increase or decrease. Q99759. bead-based flow cytometry, Alexa488-MEK5 binding to MEKK3; actives lie on both sides; 0 = blocked by unlabeled MEK5, 100 = vehicle. binding response (% of control), % at 10 µM. actives 1.4% (n = 290,000);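 active means binding response more than 3 SD above or below the average of its plate-row segment, actives on both sides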;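 further: Alexa488 bead fluorescence after subtracting the streptavidin-only scavenger bead signal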
Target sequence (Q99759 whole entry, looked up): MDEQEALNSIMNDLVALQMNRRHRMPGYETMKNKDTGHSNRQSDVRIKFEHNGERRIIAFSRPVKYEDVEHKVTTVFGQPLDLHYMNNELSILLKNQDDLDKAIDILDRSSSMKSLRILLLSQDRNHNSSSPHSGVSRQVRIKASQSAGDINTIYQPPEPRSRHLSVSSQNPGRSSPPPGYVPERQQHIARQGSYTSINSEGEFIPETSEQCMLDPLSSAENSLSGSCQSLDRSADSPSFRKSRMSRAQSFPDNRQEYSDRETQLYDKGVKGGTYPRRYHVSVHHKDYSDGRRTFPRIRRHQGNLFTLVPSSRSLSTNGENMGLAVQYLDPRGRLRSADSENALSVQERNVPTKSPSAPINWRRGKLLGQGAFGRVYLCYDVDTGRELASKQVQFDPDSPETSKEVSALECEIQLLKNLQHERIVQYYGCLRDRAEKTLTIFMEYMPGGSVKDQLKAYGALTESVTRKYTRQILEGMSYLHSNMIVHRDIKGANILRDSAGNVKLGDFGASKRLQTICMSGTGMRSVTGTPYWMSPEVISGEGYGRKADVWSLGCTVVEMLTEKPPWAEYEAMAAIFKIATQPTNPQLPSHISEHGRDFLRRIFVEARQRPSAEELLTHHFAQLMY
PHOSPHO1 block: inhibitors of human PHOSPHO1 phosphatase; AID 1565; recombinant PHOSPHO1, absorbance phosphatase assay; actives 1.1% (n = 290,000); Q8TCT1; inhibition, % at 13.3 µM; in the data active means inhibition above about 60%
Target sequence (Q8TCT1 whole entry, looked up): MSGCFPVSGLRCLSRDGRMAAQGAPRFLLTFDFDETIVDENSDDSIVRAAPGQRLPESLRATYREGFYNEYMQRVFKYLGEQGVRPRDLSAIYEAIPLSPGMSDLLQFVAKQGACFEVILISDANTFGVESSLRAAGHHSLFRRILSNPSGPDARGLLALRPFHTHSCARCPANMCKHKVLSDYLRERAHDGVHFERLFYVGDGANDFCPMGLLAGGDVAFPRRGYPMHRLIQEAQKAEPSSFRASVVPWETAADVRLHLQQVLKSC
OXTR agonist: agonists of human oxytocin receptor | AID 2435 | CHO-OTR cells, Fluo-8 calcium fluorescence; normalized: DMSO 0%, oxytocin 100% | actives 0.32% (n = 320,000) | activation, % at 3 µM | P30559;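 active means activation above the mean of all tested compounds plus 3 SD, cutoff set per screening run, cut at about 20% in these data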;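 further: peak over basal fluorescence ratio from a 100 s FLIPR kinetic read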
GPR7 antag: antagonists of human GPR7 (neuropeptides B/W receptor 1) | P48145 | GPR7-expressing cells, fluorescence antagonist assay | inhibition, % at 4.4 µM | actives 1.1% (n = 290,000) | AID 1861; in the data active means inhibition above about 16%, passing the limit was not always enough;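 further: cells stimulated with the agonist NPW; 0% = agonist with vehicle and 100% = vehicle without agonist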
FID counter: displaces DNA intercalator in HCV helicase counter-screen | actives 0.17% (n = 290,000) | AID 1845 | DNA fluorescent intercalator displacement, fluorescence | inhibition, % at 7.9 µM; in the data active means inhibition above about 37%;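 further: 0% = vehicle and 100% = reference compound; higher means more ethidium bromide displaced from hairpin DNA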
The depositor's hits bear a star; nt = no result given; [ ] = remark or other dose.

SMILES | PfM18AAP inh | MEKK2mut PB1 HTS | MEKK2wt PB1 HTS | NALP1 inh | MEKK3 PB1 HTS | PHOSPHO1 block | OXTR agonist | GPR7 antag | FID counter
Cn1cc(Br)c(C(=O)N/N=C/c2cc3c(cc2Cl)OCO3)n1 | 0 | -6 | 93 | 20 | 95 | nt | nt | -9 | -11
Cc1csc(NC(=O)CNS(=O)(=O)c2cccs2)n1 | -44 | 2 | 102 | 5 | 100 | -10 | 0.7 | -14 | 3
NC(=O)NCCc1ccccc1 | -2 | 8 | 103 | 25 | 100 | 4 | -0.3 | -2 | -7
S=C(NCc1ccncc1)Nc1ccc(Cl)cc1 | 10 | -2 | 93 | 38 | 106 | -7 | 4.8 | -4 | 1
COc1ccc(-n2nc(C(=O)NCC(=O)Nc3cccc(C)n3)c3ccccc3c2=O)cc1 | -10 | -1 | 99 | 16 | 95 | 14 | -1.7 | -3 | -3
COc1ccc(CNC(=O)CCC(=O)Nc2cccnc2)cc1 | 1 | 1 | 103 | 16 | 103 | 3 | -0.1 | -16 | -4
Cn1c(N2CCN(C(c3ccccc3)c3ccccc3)CC2)nc2ccccc21 | -13 | -1 | 102 | 24 | 102 | 40 | -1.9 | -13 | -19
COc1ccc(OC)c2[nH]c(=O)c(CCNC(=O)C(C)(C)C)cc12 | -12 | 13 | 107 | nt | 103 | 22 | 0.7 | 6 | -7
Cc1onc(-c2ccccc2)c1C(=O)N[C@@H]1C(=O)N2[C@@H]1SC(C)(C)[C@@H]2C(=O)O | -6 | -1 | 101 | 24 | 106 | -16 | nt | -7 | -39
COc1ccc(CN2C(=O)c3ccccc3C(/C=N\OCc3ccc(C)cc3)C2=O)cc1 (configuration not stated) | 1 | 3 | 106 | -8 | 104 | 12 | -0.8 | 7 | -2
Cc1cc(C(=O)N/N=C/c2ccc([N+](=O)[O-])cc2)c(C)o1 | -7 | -7 | 92 | 14 | 96 | 19 | -0.1 | 1 | 2
O=C(O)CCSc1nc(C(F)(F)F)cc(=O)n1-c1ccccc1 | 3 | 0 | 106 | 24 | 102 | 2 | 0.1 | -16 | -1

The closing four entries of the section before open the next one.
SMILES | PfM18AAP inh | MEKK2mut PB1 HTS | MEKK2wt PB1 HTS | NALP1 inh | MEKK3 PB1 HTS | PHOSPHO1 block | OXTR agonist | GPR7 antag | FID counter
Cc1onc(-c2ccccc2)c1C(=O)N[C@@H]1C(=O)N2[C@@H]1SC(C)(C)[C@@H]2C(=O)O | -6 | -1 | 101 | 24 | 106 | -16 | nt | -7 | -39
COc1ccc(CN2C(=O)c3ccccc3C(/C=N\OCc3ccc(C)cc3)C2=O)cc1 (configuration not stated) | 1 | 3 | 106 | -8 | 104 | 12 | -0.8 | 7 | -2
Cc1cc(C(=O)N/N=C/c2ccc([N+](=O)[O-])cc2)c(C)o1 | -7 | -7 | 92 | 14 | 96 | 19 | -0.1 | 1 | 2
O=C(O)CCSc1nc(C(F)(F)F)cc(=O)n1-c1ccccc1 | 3 | 0 | 106 | 24 | 102 | 2 | 0.1 | -16 | -1
COc1cc(NC(=O)Cc2ccc([N+](=O)[O-])cc2)c(C(=O)O)cc1OC | -2 | -2 | 92 | 19 | 95 | 9 | -0.4 | -5 | -13
O=C(NCC(=O)N(Cc1cccs1)C(C(=O)NC1CCCC1)c1ccco1)c1cccs1 (configuration not stated) | -8 | 4 | 109 | 7 | 107 | 13 | 0.0 | -16 | -32
N#CCSCC(=O)Nc1ccc(F)cc1 | -8 | -2 | 97 | 1 | 98 | -23 | 0.6 | 17 | 0
CCn1ccnc1CN1CCc2c([nH]c3ccccc23)C1C(C)(C)C (configuration not stated) | 17 | 19 | 109 | 3 | 99 | 31 | -0.9 | -6 | 18
Cc1cccn2c(=O)c(/C=C(\C#N)C(=O)NC3CCS(=O)(=O)C3)c(Oc3ccccc3Cl)nc12 (configuration not stated) | 7 | -3 | 101 | 4 | 105 | 44 | -0.7 | 7 | -18
COc1ccc(CC(=O)Nc2sc3c(c2C(N)=O)CCCC3)cc1OC | 5 | 0 | 103 | 14 | 103 | 28 | 2.7 | -9 | -21
O=C(Nc1nnc(S(=O)(=O)N2CCOCC2)s1)c1cccc(F)c1 | 3 | 2 | 99 | 17 | 102 | -19 | 1.5 | 3 | -8
Cc1ccc(C2(CCNS(=O)(=O)c3ccc(C)cc3)CCOC(C(C)C)C2)cc1 (configuration not stated) | -8 | -6 | 100 | 5 | 101 | -10 | -1.4 | -11 | -27
COc1ccc(CCNC(=O)C2CCCN2C(=O)NC2CCCCC2)cc1OC (configuration not stated) | 7 | 3 | 106 | -6 | 101 | -18 | -0.4 | -4 | -14
CSc1nc(NCc2ccco2)c2sc3nc(C(C)C)c4c(c3c2n1)CC(C)(C)OC4 | 2 | 0 | 102 | -46 | 107 | 27 | 0.1 | -7 | -2
O=C(CCS(=O)(=O)c1ccc2c(c1)NC(=O)CO2)NCc1ccccc1 | -1 | 3 | 105 | 2 | 101 | 34 | 0.4 | -12 | -14
CCC(C)NCCCCOc1ccc(Br)cc1 (configuration not stated) | -3 | 25 | 108 | 43 | 104 | 1 | 2.1 | 5 | 11
O=C(COc1ccc(C2SCCS2)cc1)Nc1ccc(Cl)cc1 | -1 | -15 | 79 | nt | 72*[inhibitor] | 37 | 1.6 | 5 | -3
CCOc1ccc(S(=O)(=O)n2nc(C)cc2C)c2ccccc12 | 5 | 2 | 101 | -5 | 103 | 10 | -1.3 | -17 | -16
CC(C)(C)CC(C)(C)NC(=S)N1CCN(Cc2ccc3c(c2)OCO3)CC1 | -14 | -4 | 95 | -15 | 100 | 8 | 0.4 | -4 | -2
O=C(CNc1ccccc1)Nc1cccc2ccccc12 | 6 | 1 | 100 | 12 | 101 | 18 | 0.2 | 14 | -11
Cc1cc(SCc2ccc(F)cc2)nc(=O)[nH]1 | -2 | -3 | 99 | 10 | 101 | 22 | -1.7 | -2 | -16
N#CC(C#N)=C/C=C(\Nc1ccc(Cl)cc1)c1ccc(Cl)cc1 | -1 | -9 | 86 | nt | 88 | 0 | 4.0 | -3 | 1
Cc1cccc(CS(=O)(=O)c2ncc(Cl)c(C(=O)Nc3c(C)cccc3C)n2)c1 | -76 | 1 | 99 | -4 | 98 | 55 | 0.5 | 51* | -37
COc1ccccc1NC(=O)COc1ccc(C(=O)OCC(=O)N2CCCC2=O)cc1OC | -9 | 5 | 105 | 10 | 100 | 3 | -0.2 | 6 | -9
CCCCN1C(N)=NC[C@@H]1C(C)O (some centres not stated) | nt | 5 | 109 | nt | 107 | nt | 1.8 | nt | nt
Cc1ccc(OCCC(=O)OCC(=O)Nc2cc(C)nn2-c2ccccc2)cc1 | 1 | 0 | 100 | 8 | 100 | 48 | 0.4 | -12 | -36
CC1(C)Cc2c(sc(NC(=O)C(=O)N3CCN(CCO)CC3)c2C(N)=O)CO1 | 8 | 1 | 101 | 15 | 99 | 19 | 0.2 | 3 | -8
C=CCc1cccc(/C=N/NC(=O)CNc2ccccc2)c1O | 0 | -6 | 89 | 26 | 87 | -41 | -1.9 | 6 | -6
Cc1ccc(/C=N/NC(=O)C[n+]2ccccc2)o1 | 1 | 0 | 103 | 11 | 97 | 8 | 0.6 | 0 | 1
Nn1c(-c2ccc(F)cc2)nc2ccccc2c1=O | -16 | 8 | 101 | -5 | 104 | 28 | 0.2 | -4 | -6
Cc1c(Nc2ncnc3c2cnn3-c2ccccc2)c(=O)n(-c2ccccc2)n1C | -4 | 2 | 100 | 34 | 102 | 2 | -0.5 | -9 | -3
Cc1ccc(NC(=O)Cc2noc3ccccc23)c(C)c1 | -12 | -4 | 95 | 33 | 92 | -7 | -1.0 | 7 | -8
O=C(c1ccccc1)c1ccc(OCCO)cc1 | -9 | -4 | 91 | 11 | 92 | -7 | -1.4 | -11 | 0
COc1ccc(/C=C(\NC(=O)c2ccccc2)C(=O)NCc2ccco2)cc1OC | 1 | 0 | 105 | 3 | 104 | 46 | -0.9 | -17 | -6
CCOC(=O)c1cnc(Nc2nc3ccccc3o2)nc1CSC(=S)N(CC)CC | -7 | 10 | 116 | 18 | 99 | -14 | -0.2 | 0 | 0
CCOC(=O)/C(N=Nc1c(C)n(C)n(-c2ccccc2)c1=O)=C(/O)c1ccccc1 | 10 | -20 | 82 | -13 | 77 | 24 | -1.7 | -11 | -14
COc1ccccc1N1CCN(S(=O)(=O)c2cn(C)c(=O)n(C)c2=O)CC1 | 1 | 8 | 106 | nt | 106 | 3 | 0.1 | -9 | -2
Cc1cc2oc(=O)cc(CN3CCCCC3)c2cc1C | -3 | 0 | 97 | 7 | 96 | 36 | -1.9 | 1 | -6
Cc1ccc(CCC(=O)NCc2ccccc2)o1 | 1 | 14 | 105 | -9 | 102 | 40 | -0.7 | -2 | -7
CCc1nnc(NC(=O)c2ccc(S(=O)(=O)N(CC(C)C)CC(C)C)cc2)o1 | -19 | 1 | 99 | 9 | 93 | 19 | -2.1 | -8 | -11

In the list so far, these contain a furan ring, fused or not.
SMILES | PfM18AAP inh | MEKK2mut PB1 HTS | MEKK2wt PB1 HTS | NALP1 inh | MEKK3 PB1 HTS | PHOSPHO1 block | OXTR agonist | GPR7 antag | FID counter
Cc1cc(C(=O)N/N=C/c2ccc([N+](=O)[O-])cc2)c(C)o1 | -7 | -7 | 92 | 14 | 96 | 19 | -0.1 | 1 | 2
O=C(NCC(=O)N(Cc1cccs1)C(C(=O)NC1CCCC1)c1ccco1)c1cccs1 (configuration not stated) | -8 | 4 | 109 | 7 | 107 | 13 | 0.0 | -16 | -32
CSc1nc(NCc2ccco2)c2sc3nc(C(C)C)c4c(c3c2n1)CC(C)(C)OC4 | 2 | 0 | 102 | -46 | 107 | 27 | 0.1 | -7 | -2
Cc1ccc(/C=N/NC(=O)C[n+]2ccccc2)o1 | 1 | 0 | 103 | 11 | 97 | 8 | 0.6 | 0 | 1
COc1ccc(/C=C(\NC(=O)c2ccccc2)C(=O)NCc2ccco2)cc1OC | 1 | 0 | 105 | 3 | 104 | 46 | -0.9 | -17 | -6
Cc1ccc(CCC(=O)NCc2ccccc2)o1 | 1 | 14 | 105 | -9 | 102 | 40 | -0.7 | -2 | -7

(further entries)
SMILES | PfM18AAP inh | MEKK2mut PB1 HTS | MEKK2wt PB1 HTS | NALP1 inh | MEKK3 PB1 HTS | PHOSPHO1 block | OXTR agonist | GPR7 antag | FID counter
CCC(C)(C)NC(=O)C(c1ccc(C)cc1)N(CCN1CCOCC1)C(=O)CNC(=O)c1cccs1 (configuration not stated) | -2 | -11 | 85 | 4 | 92 | 8 | 1.0 | -10 | -9
O=S(=O)(NCCOc1ccccc1)c1ccc2ccccc2c1 | 3 | 1 | 100 | -5 | 98 | -13 | -0.5 | -3 | -3
CCN(CC)CCn1c(=N)n(CC(O)COc2ccccc2)c2ccccc21 (configuration not stated) | 15 | -2 | 95 | 10 | 92 | 4 | 0.2 | 29* | 37*
CCOC(=O)c1[nH]c(C)c(C(=O)NCc2ccco2)c1C | 2 | 2 | 102 | 0 | 101 | 20 | 1.1 | -8 | -2
COc1ccccc1N=C(C)C1=C(O)COC1=O | -8 | -5 | 87 | 3 | 81*[inhibitor] | 13 | -0.1 | 1 | 2
CC(C)C1COC(c2cccn2Cc2ccccc2Cl)=N1 (configuration not stated) | -10 | 6 | 87 | 38 | 99 | -17 | -2.0 | -4 | -5
O=C(NCCCC1CCCC1)C1CCC(=O)N(Cc2ccc(Cl)cc2)C1 (configuration not stated) | -6 | -2 | 97 | 15 | 94 | 18 | -1.6 | 28* | -43
